# TDP1 inh – qHTS Assay for Inhibitors of Tyrosyl-DNA Phosphodiesterase (TDP1) | Potency, µM (top dose mostly 130 µM), inactives show at the highest dose activity change, negative = inhibition, actives largely listed as inhibitors | recombinant TDP1, AlphaScreen DNA substrate cleavage | AID 485290, 2010 | 0.28% of 350,000 active | Tyrosyl-DNA phosphodiesterase 1 (Homo sapiens), Q9NUW8; also: nearly all actives have a fitted effect of over 40% in size
# Target sequence (Q9NUW8 whole entry, looked up): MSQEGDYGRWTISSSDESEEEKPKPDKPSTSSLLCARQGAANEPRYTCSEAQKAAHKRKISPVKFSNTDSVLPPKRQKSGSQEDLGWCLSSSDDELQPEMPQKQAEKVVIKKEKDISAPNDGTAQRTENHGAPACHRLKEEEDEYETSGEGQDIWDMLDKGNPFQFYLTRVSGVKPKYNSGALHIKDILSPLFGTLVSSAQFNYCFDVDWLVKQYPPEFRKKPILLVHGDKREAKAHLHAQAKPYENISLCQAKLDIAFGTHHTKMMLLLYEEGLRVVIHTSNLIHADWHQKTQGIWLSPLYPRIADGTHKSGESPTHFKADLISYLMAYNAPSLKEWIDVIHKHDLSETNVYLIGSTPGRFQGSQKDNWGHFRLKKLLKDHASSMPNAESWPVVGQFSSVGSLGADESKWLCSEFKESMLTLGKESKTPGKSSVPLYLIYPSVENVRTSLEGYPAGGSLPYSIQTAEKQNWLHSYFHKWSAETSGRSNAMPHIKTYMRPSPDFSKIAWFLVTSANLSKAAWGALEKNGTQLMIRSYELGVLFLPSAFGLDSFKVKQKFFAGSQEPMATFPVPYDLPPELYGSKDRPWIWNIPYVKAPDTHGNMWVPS
#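 Tdp1 1 nM final; 15 min RT w/ cpd; substrate 15 nM, 5 min; beads 10 ug/ml, 10 min; AlphaScreen read. Neg ctrl: no enzyme.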
# DT40 TDP1 no CPT – qHTS for Inhibitors of human tyrosyl-DNA phosphodiesterase 1 (TDP1): qHTS in cells in absence of CPT; Potency, µM (doses to about 46.2 µM), for the others: at the top dose activity change, negative = growth inhibition, most hits filed as inhibitors; 15% of 420,000 active; DT40 Tdp1-/- hTDP1 cells, no CPT, ATP luminescence, 48 h; AID 686978, 2013; also: nearly all actives have a fitted effect of over 55% in size
#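 Growth kinetics read by CellTiter-Glo luminescence after ≥48 hr at 37 °C. Cells: DT40 Tdp1-/- stably carrying human TDP1, 400 per well, compound exposure in the absence of CPT (DMSO vehicle).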
# N370S GC mod – qHTS Assay for Inhibitors and Activators of N370S glucocerebrosidase as a Potential Chaperone Treatment of Gaucher Disease; Lysosomal acid glucosylceramidase (Homo sapiens), P04062; N370S GC spleen homogenate, 4MU-glucoside fluorescence; Potency, µM (doses to about 59.4 µM), without a hit: at the highest dose activity change, negative = inhibition, hits mostly inhibitors; 0.092% of 330,000 active;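 also: 0% = full enzyme activity and -100% = no enzyme basal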
# * = called active by the depositor; ? = inconclusive; . = no result given; & = joins results of further samples; [ ] = dose if it differs, or a comment. Calls follow the shape of the dose curve; as a rule, active = well fitted curve in the direction sought with a large enough effect; inconclusive = small, poorly fitted or top-dose-only effect, or another doubt; inactive = no such curve, though single readings can be large; an effect the other way counts as inactive or inconclusive. Unless noted, % is scaled to controls: 0 for no effect and ±100 for the full control effect; potency is read from the fitted curve at half-maximal effect. A portion of the library, so the mix of outcomes need not match the whole.
Molecule	TDP1 inh	DT40 TDP1 no CPT	N370S GC mod
COc1ccc(-c2nnn(CC(=O)N(Cc3ccco3)C(C(=O)NCC3CCCO3)c3ccco3)n2)cc1 (configuration not stated)	5%	?	13%
COCCNC(=O)CN(Cc1ccco1)C(=O)CCC(=O)Nc1nccs1	-3%	3%	-1%
CCOC(=O)Cn1c(=O)oc2cc(S(=O)(=O)N3CCN(c4cccc(Cl)c4)CC3)ccc21	0%	6%	.
CCc1c(C(=O)NC(C)C2CCCO2)csc1C (configuration not stated)	-2%	-3%	-5%
O=C(NC1CCOc2ccccc21)c1ccc(=O)[nH]c1 (configuration not stated)	2%	3%	-2%
CCN(CC)CCOC(=O)c1ccc(N/C=C(/C#N)c2nc(-c3ccc(OC)cc3)cs2)cc1	.	4.6µM*	-16%
O=C(C1CC(=O)N(c2ccc3c(c2)OCCO3)C1)N1CCN(Cc2ccccc2)CC1 (configuration not stated)	0%	?	.
N/C(=N\OC(=O)c1ccccc1Cl)c1ccccc1	0%	-26%	10%
CC(=O)C1=C(C)N(Cc2ccccc2)C(=O)N[C@H]1c1cccs1	4%&3%	-11%	12%&17%
COC(=O)c1cc(OC(=O)c2ccc(=O)[nH]c2)cc(C(=O)OC)c1	-16%	-10%	8%
CCOc1ccc(CCNC(=O)CCc2nnc3ccc(N4CCOCC4)nn23)cc1OCC	.	-10%	-12%
Cn1nc([N+](=O)[O-])nc1Oc1ccccc1C(=O)N1CCOCC1	-3%	2%	-5%
Cn1cnc([N+](=O)[O-])c1Sc1ccc(C(C)(C)C)cc1	0%	?	14%
Fc1cccc(/C=N/n2c(C3CCCCC3)n[nH]c2=S)c1	.	10%	4%
CCCCCCNC1=NCCS1	1%	1%	0%
COc1ccc(NC(=O)CSc2nc(C3CC3)nc3ccccc23)cc1	.	?	0%
O=C1CCc2cc(NS(=O)(=O)c3ccc(F)cc3)cc3c2N1CC3	0%	-8%	-4%
COCCNC(=O)CN(C(=O)CCC(=O)Nc1ccccn1)c1ccc(C)cc1C	.	20%	-7%
CCN(Cc1cc2ccc(C)cc2[nH]c1=O)C(=O)c1ccncc1	0%	.	6%
CCOC(=O)C1CCCN(S(=O)(=O)c2ccc(Br)c(OC)c2)C1 (configuration not stated)	0%	-22%	22%
COCCN1C=C2C(=O)C(C)(OC(=O)CCC(=O)OC)C(=O)C(Br)=C2C=C1c1ccc(OC)cc1 (configuration not stated)	-13%[21 µM]	-21%	-4%[12.8 µM]
CC(C)NC(=O)c1ccc(COc2ccc(C(C)(C)C)cc2)o1	.	13µM*	-4%
Cc1ccc(CS(=O)(=O)Cc2ccc(C(=O)NC3CCCC3)o2)cc1	0%	?	0%
Cc1ccc(C(C)C)c(OCCCN2CCc3ccccc3C2)c1	.	?	?
COC(=O)c1ccc2c(=O)n(CCCCCC(=O)O)c(=S)[nH]c2c1	.	?	-17%
Cc1ccc(S(=O)(=O)N2CCOCC2)cc1NC(=O)Cn1nc(C)c([N+](=O)[O-])c1C	0%	-3%	-4%
CS(=O)(=O)NCCCc1ccccc1	2%	2%	-12%
Cc1ccc(S(=O)(=O)NC(CN2CCOCC2)=NCCNS(=O)(=O)c2ccccc2)cc1	4%	-17%	0%
Cc1[nH]c2ccccc2c1C(=O)COC(=O)Cn1c(C(F)(F)F)nc2ccccc21	-5%	-25%	15%
O=C(Nc1nc2ccccc2s1)c1ccc(N2CCCCC2)c([N+](=O)[O-])c1	9%	15µM*	-18%
O=C(COC(=O)C1=COCCO1)Nc1ccccc1	11%	7%	1%
Cc1c(CCOC(=O)CC23CC4CC(CC(C)(C4)C2)C3)sc[n+]1CC(=O)c1ccccc1	0%	16µM*	-21%
O=C(CCC1N=C2c3ccccc3N=C(SCc3ccc(F)cc3)N2C1=O)NCc1cccs1 (configuration not stated)	5%	-7%	.
Nc1ncnc2c1ncn2[C@@H]1O[C@H](CNCC(O)CO)[C@@H](O)[C@H]1O (some centres not stated)	0%[56.1 µM]	-15%	.
CNC(=O)c1sc(=S)n(-c2ccc(OC)cc2)c1N	2%	?	-12%
CN(C)c1ccc(C2CNC(c3ccc(Cl)c([N+](=O)[O-])c3)c3[nH]c4ccccc4c32)cc1 (configuration not stated)	.	18µM*	-19%
Cc1ccc(OCC(=O)NNC(=O)CCC(=O)NCc2ccccc2)cc1	4%	-3%	-8%
COc1ccc(Cn2nnnc2C(c2ccccc2Cl)N2CCN(C)CC2)cc1 (configuration not stated)	-1%	?	-9%
COc1ccc(Cl)cc1-c1ccc(C(=O)O)s1	-5%[234 µM]	.	20%[89.1 µM]
COc1ccc(Cl)cc1S(=O)(=O)N1CCN(C(=O)c2ccco2)CC1	0%	-25%	3%
COc1cc(C(O)c2nc3ccccc3s2)cc(OC)c1OC (configuration not stated)	1%	9.2µM*	0%
Cc1nc(NC(=O)/C=C/c2ccccc2)sc1C(=O)N1CCCCC1	4%	-13%	-20%
COc1cccc(CNS(=O)(=O)c2ccc(-c3cc(C(F)(F)F)on3)s2)c1	0%	?	.
Cc1cccc2cc(COC(=O)c3ccco3)c(=O)[nH]c12	7%	-8%	3%
CCN(CC)S(=O)(=O)c1cc(NS(=O)(=O)c2cccc(Cl)c2)ccc1C	-1%	?	2%
COc1ccc(S(=O)(=O)NCC(c2ccc(N(C)C)cc2)N2CCCC2)cc1 (configuration not stated)	6%	?	.
O=C(Nc1cccc(S(=O)(=O)N2CCCCC2)c1)c1ccc(Cl)nc1	-1%	15µM*	.
CC1CN(C(=O)c2cc(S(=O)(=O)N3CCN(c4ccccc4)CC3)ccc2Cl)CC(C)O1 (configuration not stated)	6%	2.1µM*	-3%
O=C(Nc1cccc(F)c1)N1CCC2(CC1)CCN(C(=O)c1ccncc1)CC2	.	-17%	-1%
Cc1noc(C)c1COc1ccccc1C(=O)N(C)Cc1ccc(C(C)(C)C)cc1	3%	6.5µM*	.

# (cont.)
Molecule	TDP1 inh	DT40 TDP1 no CPT	N370S GC mod
COc1cc(/C(C)=N/NC(=O)C(O)(c2ccccc2)c2ccccc2)ccc1O	11%	-29%	-6%
O=C(NC(=S)NCc1ccccc1)c1ccc(Br)o1	2%	.	11%
C=C(C)C(=O)Nc1nnc(-c2cccs2)s1	3%	8%	-1%
COc1ccc(-c2cc(C)no2)cc1S(=O)(=O)NCc1cccs1	3%	15µM*	.
CC(C)NC(=O)N(C)C[C@H]1Oc2ccc(NS(=O)(=O)c3cccs3)cc2C(=O)N([C@H](C)CO)C[C@@H]1C	-1%	-4%	.
COc1ccc(CCN2C(=O)C3C4CC(C5C(C(N)=O)=NOC45)C3C2=O)cc1OC (configuration not stated)	13µM*	-16%	2%
COc1cccc(Cn2c(=O)c(-c3cccc(C#N)c3)nc3cnc(N4CCN(C)CC4)nc32)c1	.	-26%	-18%
Cc1cccc(NC(=S)NC2CCCCCC2)c1C	10%	10µM*	11%
COc1ccc(OCC(=O)N/N=C/c2ccncc2)cc1	-5%	-21%	7%
COCc1cc(Sc2ccc(Br)cc2)nc(-c2ccccc2)n1	.	?	7%
CCCCNc1nc2c(c(=O)n(Cc3ccc(Cl)cc3)c(=O)n2C)n1C	7%	16µM*	.
COCCCNC(=O)CSc1nc(-c2cccc(F)c2)[nH]c1-c1ccccc1	2%	?	.
C#CCOCCOCCOCCNc1nc(OC)nc(N2CCN(C(=O)[C@H](CCCCN)n3cc(C(N)CO)nn3)CC2)n1 (some centres not stated)	-11%	.	11%
O=C(O)C1SCCN1S(=O)(=O)c1ccc2ccccc2c1 (configuration not stated)	-3%	-3%	-1%
O=C(CNC1CCCCC1)N1CCc2ccccc2C1	?	-17%	-27%
Cc1cc(C)c(NC(=O)CSc2cccc[n+]2[O-])c(C)c1	-1%	-5%	.
CCOc1cc(C(=S)N2CCOCC2)ccc1OS(=O)(=O)c1ccc(NC(C)=O)cc1	1%	16µM*	-2%
Cc1cc(C(=O)O)c(C)n1-c1ccccc1	7%	-15%	3%
CN(C)c1ccc(S(=O)(=O)NCC(=O)OCC(=O)Nc2cc(Cl)cc(Cl)c2)cc1[N+](=O)[O-]	4%	-5%	11%
O=C(CC(=O)c1ccccc1)Nc1ccccc1C(F)(F)F	.	-34%	2%

# Limited to TDP1 inh (6 entries from above):
Structure | TDP1 inh
C#CCOCCOCCOCCNc1nc(OC)nc(N2CCN(C(=O)[C@H](CCCCN)n3cc(C(N)CO)nn3)CC2)n1 (some centres not stated) | -11%
O=C(O)C1SCCN1S(=O)(=O)c1ccc2ccccc2c1 (configuration not stated) | -3%
O=C(CNC1CCCCC1)N1CCc2ccccc2C1 | ?
Cc1cc(C)c(NC(=O)CSc2cccc[n+]2[O-])c(C)c1 | -1%
CCOc1cc(C(=S)N2CCOCC2)ccc1OS(=O)(=O)c1ccc(NC(C)=O)cc1 | 1%
Cc1cc(C(=O)O)c(C)n1-c1ccccc1 | 7%

# Next records.
Molecule	TDP1 inh	DT40 TDP1 no CPT	N370S GC mod
CCN(CC)C(=O)CN(C#N)c1nc(OC)nc(N(C)C)n1	4%	3%	-4%
O=C(N[C@@H](Cc1c[nH]c2ccccc12)C(=O)O)C1CCN(S(=O)(=O)c2cccs2)CC1	.	18%	-6%
Cc1ccc(CN2C(=O)c3ccccc3CC2(C)C(=O)NC2CCCCC2)cc1 (configuration not stated)	2%	?	.
O=C(CSc1nnc(-c2cccnc2)o1)Nc1cccc(Cl)c1	.	-19%	1%
O=C(Nc1cccc2cccnc12)c1cccc([N+](=O)[O-])c1	7%	7%	-1%
CCC(=O)Nc1ccc(C)cc1-c1nc2ccccc2n(C(C)C(=O)Nc2ccccc2CC)c1=O (configuration not stated)	9%	21µM*	.
CC(=O)N1N=C(c2ccccc2)OC12CCCC2	-6%	-10%	8%
Cc1ccc(-c2cc(C(=O)NCC3CCCO3)no2)cc1 (configuration not stated)	5%	-9%	9%
COc1ccccc1C(=O)NCCc1c(C)[nH]c2c(C)ccc(F)c12	6%	-6%	-4%
O=C(C#Cc1ccccc1)Nc1ccc(F)cc1	.	12µM*	0%

# Whole records as entered above:
# `O=C(C#Cc1ccccc1)Nc1ccc(F)cc1` reads TDP1 inh: .; DT40 TDP1 no CPT: 12µM*; N370S GC mod: 0%
# `CC(=O)N1N=C(c2ccccc2)OC12CCCC2` reads TDP1 inh: -6%; DT40 TDP1 no CPT: -10%; N370S GC mod: 8%

# Additional records:
Molecule	TDP1 inh	DT40 TDP1 no CPT	N370S GC mod
CCOc1ccc2nc(/N=C/c3c(C)[nH]n(-c4ccc(C)cc4)c3=O)sc2c1	8%	?	-4%
Cc1cc(C)nc(SC2=CS(=O)(=O)c3ccccc32)n1	2%	18µM*	3%
COC(=O)C1=C(C)NC2=C(C(=O)CCC2)C1c1coc2ccccc2c1=O (configuration not stated)	5%	-23%	-5%
COCCNC(=O)/C(C#N)=C/c1ccc(O)c([N+](=O)[O-])c1	-8%	?	5%
CCOc1ccccc1NC(=O)CSc1ccc(-c2ccco2)nn1	6%	?	?
Cn1c(=O)cc(SCC(=O)N2CCN(c3ccccc3F)CC2)c2cc(Cl)ccc21	5%	?	.
O=C(CN1CCN(CC(=O)Nc2ccccc2Cl)CC1)Nc1ccc(F)c(F)c1	.	23µM*	-17%
CN1CCN(C(=O)/C=C/c2cn(-c3ccccc3)nc2-c2ccc3c(c2)OCCO3)CC1	3%	-21%	-25%
COc1ccc(C)cc1S(=O)(=O)n1c([N+](=O)[O-])cnc1C	.	5%	1%
COc1ccc(NS(=O)(=O)c2ccc3c(c2)oc(=O)n3C)c(OC)c1	3%	?	-9%
COc1cc2c(cc1OC)C(c1cc3ccc(C)cc3[nH]c1=O)N(C(=O)c1ccco1)CC2 (configuration not stated)	12%	?	25%
COC(=O)c1cc(C)sc1NC(=O)CCc1ccccc1	.	-4%	5%
Cn1ccnc1SCC(=O)c1ccc(OC(F)F)cc1	.	4%	-5%
O=C(CSCc1cc(=O)n2ccsc2n1)Nc1ccc(F)cc1	1%	7%	5%
COc1ccc(N/C=C/C(=O)c2ccc(OC)c(OC)c2)cc1	-1%	?	-3%
O=C(CN1C(=O)NC(c2ccccc2)(c2ccccc2)C1=O)NCCc1ccc(F)cc1	0%	?	.
CCOC(=O)CCNC(=O)Nc1cc2nc(C)n(Cc3cccc(Cl)c3)c2nc1C	.	-18%	-11%
CN(CC(=O)Nc1ccccc1C(F)(F)F)C(=O)CCc1nc2ccccc2c(=O)[nH]1	.	-1%	-1%
C=CCN1C(=O)C(C(C)CC)NC1=S (configuration not stated)	-2%	0%	-6%

# Screening results: PubChem, National Center for Advancing Translational Sciences (NCATS)
